Screening results: PubChem, National Center for Advancing Translational Sciences (NCATS)
TDP-43 yeast inh – TDP-43 toxicity inhibition in yeast; TDP-43 expressing yeast growth rescue, BacTiter-Glo, 24 h; AID 652104; 410,000 compounds, 1.8% hits; Potency, µM (doses to about 46.1 µM), for inactives: at the highest dose growth rescue (activation), most hits filed as activators; also: potency is read from the fitted curve at half-maximal effect; % of control where 0% means no effect; nearly all actives have a fitted effect of over 50% in size
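Yeast cells expressing TDP-43 under galactose induction are exposed to compounds for 24 hr at 30 deg C. BacTiter-Glo luminescence measures growth, so protective compounds score as activators.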
PTHR1 ag – PTHR1 (human) receptor agonism; Q03431; HEK293 GP2 PTHR1 cells, GloSensor cAMP luminescence, 1 h; Potency, µM (top dose mostly 115 µM), for inactives: at the top dose activation, most hits filed as activators; 410,000 compounds, 0.075% hits; also: potency is read from the fitted curve at half-maximal effect; nearly all actives have a fitted effect of over 55% in size; some results filed as inactive show a strong effect at the top dose; inactives centre near -15; many of its hits are not listed in these tables
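HEK-293-derived GP2 cells expressing PTHR1 and a GloSensor cAMP reporter, 3,000/well, plated overnight, given luciferin plus IBMX (each 0.5 mM as added) for 1 h at 37 °C, then compound for 1 h at 37 °C. Luminescence was read after 15 min at room temperature.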
FUS suppressor – FUS proteinopathy suppression in yeast; S. cerevisiae FUS-expressing, growth rescue, OD600, 24 h; Potency, µM (top dose mostly 76.6 µM), without a hit: at the top dose growth rescue (activation), usual class: activators; 390,000 compounds, 0.24% hits; AID 1347120;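 also: potency is read from the fitted curve at half-maximal effect; plate controls were DMSO vehicle for no effect and reference control for full effect; nearly all actives have a fitted effect of over 55% in size; some results filed as inactive show a strong effect at the top dose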
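Toxicity suppression screen in FUS-yeast. Cells induced with 2% galactose, starting OD 0.005, treated 24hr at 30C with compounds at multiple final concentrations; growth by OD600.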
Abeta rescue – compounds reversing amyloid beta toxicity in yeast; 410,000 compounds, 0.063% hits; yeast expressing A-beta42, growth rescue, OD600, 48 h; response scale: 0% DMSO, 100% iron-clioquinol control; Potency, µM (top dose mostly 46.1 µM), for the others: at the highest dose growth rescue, usual class: activators; also: potency is read from the fitted curve at half-maximal effect; nearly all actives have a fitted effect of over 55% in size
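Growth rescue measured by 600 nm absorbance after 48 h yeast culture at 30 C with compound. Values normalized between DMSO and an equimolar ferric chloride plus clioquinol control.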
D3 antag – antagonists of human D3 dopamine receptor; 360,000 compounds, 2.5% hits; max response, negative = inhibition, %; P35462; AID 652054; D3R cells, DiscoveRx beta-arrestin luminescence, antagonist mode; stronger effect = lower value; in the data active = max response below about -50%; inconclusive = no clear call, values can overlap the other calls; also: % is scaled to controls: 0 for no effect and ±100 for the full control effect; mostly tested at two doses, the higher about 12 µM
Target sequence (P35462 whole entry, looked up): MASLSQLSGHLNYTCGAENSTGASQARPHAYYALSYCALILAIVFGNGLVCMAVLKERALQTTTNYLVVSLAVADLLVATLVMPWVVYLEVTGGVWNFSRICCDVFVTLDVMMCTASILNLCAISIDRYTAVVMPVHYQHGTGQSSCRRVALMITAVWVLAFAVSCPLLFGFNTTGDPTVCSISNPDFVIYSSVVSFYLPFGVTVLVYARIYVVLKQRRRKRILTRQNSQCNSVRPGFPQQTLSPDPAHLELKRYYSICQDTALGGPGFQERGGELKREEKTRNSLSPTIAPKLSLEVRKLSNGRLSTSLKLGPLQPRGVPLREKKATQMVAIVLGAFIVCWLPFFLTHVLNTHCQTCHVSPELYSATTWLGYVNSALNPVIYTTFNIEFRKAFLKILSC
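Cells plated overnight at 1500 cells/well, then exposed to library compounds with dopamine controls for 90 minutes at 37 degrees C. DiscoveRx reagent added for 30–60 minutes at room temperature; luminescence read, quantitative HTS format.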
GLP-1R inv ag – GLP-1 receptor (human) inverse agonism. P43220. HEK293 GLP-1R CRE-luciferase, luminescence, 24 h; GLP-1R form is constitutively active. Potency, µM (highest dose often 38.3 µM), for the others: at the highest dose activity change, negative = inhibition, hits mostly inhibitors. 410,000 compounds, 1.6% hits. AID 624417; also: potency is read from the fitted curve at half-maximal effect; % is scaled to controls: 0 for no effect and ±100 for the full control effect; nearly all actives have a fitted effect of over 55% in size
Target sequence (P43220 whole entry, looked up): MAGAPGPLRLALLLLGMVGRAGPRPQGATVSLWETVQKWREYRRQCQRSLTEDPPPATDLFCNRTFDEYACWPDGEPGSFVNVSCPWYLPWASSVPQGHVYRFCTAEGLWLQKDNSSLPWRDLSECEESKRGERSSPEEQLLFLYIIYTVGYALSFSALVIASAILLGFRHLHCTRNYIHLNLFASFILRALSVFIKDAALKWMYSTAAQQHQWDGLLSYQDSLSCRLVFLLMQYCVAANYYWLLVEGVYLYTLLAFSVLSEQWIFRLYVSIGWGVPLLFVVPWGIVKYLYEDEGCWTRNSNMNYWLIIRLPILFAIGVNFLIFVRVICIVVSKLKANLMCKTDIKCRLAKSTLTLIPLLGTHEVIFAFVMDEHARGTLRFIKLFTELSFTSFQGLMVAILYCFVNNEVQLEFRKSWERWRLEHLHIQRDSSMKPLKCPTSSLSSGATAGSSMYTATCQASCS
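GLP-1R inverse agonism mode: basal reporter luminescence in engineered HEK293 cells measured after one day of compound exposure at 37 deg C, with a 12 min room-temperature detection step.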
aSyn rescue – alpha-synuclein toxicity inhibition in yeast; 370,000 compounds, 0.14% hits; Yeast expressing alpha-synuclein, growth rescue, BacTiter-Glo, 24 h; Potency, µM (titrated, usually from 46.1 µM), for the others: top-dose growth rescue (activation), actives largely listed as activators; also: potency is read from the fitted curve at half-maximal effect; % of control where 0% means no effect; nearly all actives have a fitted effect of over 65% in size
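Readout is rescue of growth in alpha-synuclein-expressing yeast, so inhibitors of toxicity appear as activators. Growth after 24 hr at 30 deg C in galactose medium is quantified by luminescence.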
Akt phos inh – inhibitors of Akt phosphorylation. 360,000 compounds, 0.32% hits. AID 651550. Neuro2A IGF-stimulated pAkt S473 HTRF, 20 min; stronger effect = lower value. activity change, % for hits at 50 µM; in the data active = activity change below about -80%; inconclusive = mostly about -51% to -80%; also: % is scaled to controls: 0 for no effect and ±100 for the full control effect
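Neuro2A cells (4,500/well, DMEM with 0.5% FBS) were treated with compound at a single 50 µM final concentration, stimulated with 6 nM IGF for 20 min at 37 °C, and lysed. Phospho-Akt Ser473 was read by HTRF as 665/615 ratio ×10^4.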
GLP1R ag – GLP-1 receptor (human) agonism | P43220 | HEK293 GLP-1R CRE-luciferase, luminescence, 4-6 h; cells express a hypersensitive GLP-1R form | Potency, µM (doses to about 45.6 µM), for the others: at the top dose activation, actives largely listed as activators | 380,000 compounds, 0.007% hits | AID 624172; also: potency is read from the fitted curve at half-maximal effect; % of control where 0% means no effect
Starred values were filed as active, the others as inactive; [ ] = remark or other dose. Unless noted, calls follow the shape of the dose curve; as a rule, active = well fitted curve in the direction sought with a large enough effect; inconclusive = small, poorly fitted or top-dose-only effect, or another doubt; inactive = no such curve, though single readings can be large; an effect the other way counts as inactive or inconclusive.

Results for Cc1ccnc(NC(=O)c2ccc(Br)s2)c1 ?
TDP-43 yeast inh: inconclusive; PTHR1 ag: -41.0%[inhibitor]; FUS suppressor: -32.9%; Abeta rescue: -38.0%[inhibitor]; D3 antag: 8.5; GLP-1R inv ag: inconclusive; aSyn rescue: -28.2%; Akt phos inh: inactive; GLP1R ag: -2.4%

How did CC(=O)Nc1ccc(C(=O)N/N=C/c2cccnc2)cc1 do in these assays?
TDP-43 yeast inh: 8.2%; PTHR1 ag: 11.2%; FUS suppressor: -6.0%; Abeta rescue: 6.2%; D3 antag: -10.4; GLP-1R inv ag: 4.9%; aSyn rescue: -0.4%; Akt phos inh: inactive; GLP1R ag: 5.5%

What do the screens show for `Cc1cc(NC(=O)c2ccc3c(c2)C(=O)N(CCC(C)C)C3=O)no1`?
TDP-43 yeast inh: -15.2%; PTHR1 ag: -22.8%[57.5 µM]; FUS suppressor: 13.4%; Abeta rescue: 7.2%; D3 antag: 28.8; GLP-1R inv ag: -6.8%; aSyn rescue: -7.1%; Akt phos inh: inactive; GLP1R ag: -11.0%

What do the screens show for `Cc1nn(CC(=O)N2CCN(c3ccccc3)CC2)c(=O)c2cc3sccc3n12`?
TDP-43 yeast inh: 8.5%; PTHR1 ag: -2.3%; FUS suppressor: -17.4%; Abeta rescue: -16.8%; GLP-1R inv ag: 12.5%

What do the screens show for `CC(=O)Nc1ccc(-c2ccnc3c2CC(C(=O)NCC2CCOCC2)O3)cc1` (stereo unspecified)?
TDP-43 yeast inh: 7.7%; PTHR1 ag: -12.8%; FUS suppressor: -16.3%; Abeta rescue: -14.2%; D3 antag: 2.2; GLP-1R inv ag: inconclusive; aSyn rescue: -0.5%; Akt phos inh: inactive; GLP1R ag: 6.8%

What do the screens show for `CCN1CCN(S(=O)(=O)c2ccc3c4c(cccc24)C(=O)N3CC)CC1`?
TDP-43 yeast inh: -4.8%; PTHR1 ag: -53.1%[inhibitor]; FUS suppressor: -8.0%; Abeta rescue: -8.6%; D3 antag: 3.1; GLP-1R inv ag: 17.2%; aSyn rescue: 1.5%; Akt phos inh: inactive; GLP1R ag: 23.0%

Results for CC(C)c1nc2sc3c(N4CCCCC4)ncnc3c2c2c1CCCC2 ?
TDP-43 yeast inh: 6.0%; PTHR1 ag: 15.2%; FUS suppressor: -15.1%; Abeta rescue: -4.5%; GLP-1R inv ag: 6.4%

What do the screens show for `CCCCN1C(=O)C2NN=C(C(=O)OC)C2C1=O` (stereo unspecified)?
TDP-43 yeast inh: 11.8%; PTHR1 ag: inactive; FUS suppressor: 8.0%; Abeta rescue: -2.0%; D3 antag: 2.1; GLP-1R inv ag: 2.6%; aSyn rescue: -0.9%; Akt phos inh: inactive; GLP1R ag: -12.2%

Results for CC1=C/C(=N\OS(=O)(=O)c2ccccc2)C(C)=CC1=O ?
TDP-43 yeast inh: -93.8%[inhibitor]; PTHR1 ag: inactive; FUS suppressor: -2.0%; Abeta rescue: -93.8%[inhibitor]; D3 antag: -73.4*; GLP-1R inv ag: inconclusive; aSyn rescue: -77.3%[inhibitor]; Akt phos inh: inactive; GLP1R ag: -14.5%

What do the screens show for `Cc1ccc(-c2n[nH]c(=O)c3ccccc23)cc1S(=O)(=O)Nc1ccccc1`?
TDP-43 yeast inh: 0.0%; PTHR1 ag: -19.8%; FUS suppressor: -3.5%; Abeta rescue: 15.4%; D3 antag: 23.9; GLP-1R inv ag: 100.7%[activator]; aSyn rescue: 3.9%; Akt phos inh: inactive; GLP1R ag: 2.6%

How did O=C(NC(=S)Nc1ccc2oc(=O)ccc2c1)c1cc2ccccc2o1 do in these assays?
TDP-43 yeast inh: 1.8%; PTHR1 ag: inactive; FUS suppressor: -15.3%; Abeta rescue: 2.2%; D3 antag: 9.9; GLP-1R inv ag: 13.0%; aSyn rescue: -0.8%; Akt phos inh: inactive; GLP1R ag: 0.7%

Results for O=C(Nc1cccc(S(=O)(=O)NC2=NCCC2)c1)c1cnc(Cl)c(Cl)c1 ?
TDP-43 yeast inh: 18.5%; PTHR1 ag: -33.3%[inhibitor]; FUS suppressor: 8.5%; Abeta rescue: 4.2%; D3 antag: 1.3; GLP-1R inv ag: 15.0%; aSyn rescue: 2.9%[1.84 µM]; Akt phos inh: inactive; GLP1R ag: -4.0%

Results for O=C(CN1CCCCCC1)Nc1ccc(Cl)cc1F ?
TDP-43 yeast inh: 0.0%; PTHR1 ag: -1.5%; FUS suppressor: 22.0%; Abeta rescue: 3.7%; D3 antag: -14.9; GLP-1R inv ag: -19.6%; aSyn rescue: -1.5%; Akt phos inh: inactive; GLP1R ag: 7.3%

How did Cc1ccc(S(=O)(=O)Nc2nc3ccccc3nc2N2CCN(c3ccccc3F)CC2)cc1 do in these assays?
TDP-43 yeast inh: 4.8%; PTHR1 ag: -9.7%; FUS suppressor: 41.8%; Abeta rescue: -3.1%; D3 antag: 0.0; GLP-1R inv ag: inconclusive; aSyn rescue: 23.9%; Akt phos inh: inactive; GLP1R ag: -17.1%

Results for C/C(=N/NC(=O)c1cc2ccccc2cc1O)C1C(=O)c2ccccc2C1=O ?
TDP-43 yeast inh: 15.8%; PTHR1 ag: -2.3%[57.5 µM]; FUS suppressor: 7.08µM*; Abeta rescue: -17.9%; D3 antag: -56.4*; GLP-1R inv ag: inconclusive; aSyn rescue: -1.8%; Akt phos inh: inactive; GLP1R ag: -10.7%

Fetched one by one from the entries so far (2):
What do the screens show for `Cc1ccc(-c2n[nH]c(=O)c3ccccc23)cc1S(=O)(=O)Nc1ccccc1`?
TDP-43 yeast inh: 0.0%; PTHR1 ag: -19.8%; FUS suppressor: -3.5%; Abeta rescue: 15.4%; D3 antag: 23.9; GLP-1R inv ag: 100.7%[activator]; aSyn rescue: 3.9%; Akt phos inh: inactive; GLP1R ag: 2.6%

Results for O=C(Nc1cccc(S(=O)(=O)NC2=NCCC2)c1)c1cnc(Cl)c(Cl)c1 ?
TDP-43 yeast inh: 18.5%; PTHR1 ag: -33.3%[inhibitor]; FUS suppressor: 8.5%; Abeta rescue: 4.2%; D3 antag: 1.3; GLP-1R inv ag: 15.0%; aSyn rescue: 2.9%[1.84 µM]; Akt phos inh: inactive; GLP1R ag: -4.0%

Additional results
How did Cc1onc(-c2ccccc2Cl)c1C(=O)O/N=C(\N)c1cccc([N+](=O)[O-])c1 do in these assays?
TDP-43 yeast inh: 19.6%; PTHR1 ag: -2.3%; FUS suppressor: 43.2%; Abeta rescue: 0.3%; D3 antag: -9.4; GLP-1R inv ag: inconclusive; aSyn rescue: 1.9%; Akt phos inh: inactive; GLP1R ag: 24.2%

How did CC(CCc1ccccc1)NC(=O)COC(=O)c1ccc([N+](=O)[O-])cc1 (stereo unspecified) do in these assays?
TDP-43 yeast inh: 0.4%; PTHR1 ag: inactive; FUS suppressor: -16.6%; Abeta rescue: -8.7%; D3 antag: 6.4; GLP-1R inv ag: 16.2%; aSyn rescue: inconclusive; Akt phos inh: inactive; GLP1R ag: 16.2%

What do the screens show for `CC1C(c2ccccc2)N(C)C(c2ccccc2)CC1(O)c1ccc(F)cc1` (stereo unspecified)?
TDP-43 yeast inh: 16.6%; PTHR1 ag: -9.9%; FUS suppressor: 15.2%; Abeta rescue: 13.1%; D3 antag: -11.2; GLP-1R inv ag: inconclusive; aSyn rescue: 8.6%; Akt phos inh: inactive; GLP1R ag: -1.2%

What do the screens show for `CCOC(=O)CN1C(=O)CSc2ccccc21`?
TDP-43 yeast inh: 6.5%; PTHR1 ag: -22.5%[57.5 µM]; FUS suppressor: 19.1%; Abeta rescue: -6.8%; D3 antag: 10.1; GLP-1R inv ag: -3.4%; aSyn rescue: -3.1%; Akt phos inh: inactive; GLP1R ag: 24.8%

Results for O=S(=O)(c1ccccc1)c1nc(-c2ccco2)oc1N1CCCCC1 ?
TDP-43 yeast inh: -0.4%; PTHR1 ag: -14.1%; FUS suppressor: -3.6%; Abeta rescue: 1.1%; D3 antag: 9.4; GLP-1R inv ag: 6.1%; aSyn rescue: 0.5%; Akt phos inh: inactive; GLP1R ag: 0.0%

How did CC(NC(=O)Nc1ccccc1)C(c1cccs1)N1CCN(c2ccccc2)CC1 (stereo unspecified) do in these assays?
TDP-43 yeast inh: -14.6%; PTHR1 ag: inactive; FUS suppressor: -5.8%; Abeta rescue: -27.0%; D3 antag: -21.2; GLP-1R inv ag: -10.9%; aSyn rescue: -2.6%; Akt phos inh: inactive; GLP1R ag: -1.3%

What do the screens show for `COC(=O)c1sc(S(=O)(=O)N2CCC(C)CC2)c(C(=O)OC)c1C`?
TDP-43 yeast inh: -8.4%; PTHR1 ag: -9.1%[57.5 µM]; FUS suppressor: 20.0%; Abeta rescue: -16.0%; D3 antag: 3.8; GLP-1R inv ag: -21.4%; aSyn rescue: 0.8%; Akt phos inh: inactive; GLP1R ag: 13.2%

Results for COc1ccc([C@H]2/C=C\CN(S(=O)(=O)/C=C/c3ccccc3)[C@@H](C)C(=O)N2Cc2ccc(F)cc2)cc1 ?
TDP-43 yeast inh: -6.5%; PTHR1 ag: inactive; FUS suppressor: 38.4%; Abeta rescue: -3.7%; D3 antag: 7.3; GLP-1R inv ag: -31.2%; aSyn rescue: 4.3%; Akt phos inh: inactive; GLP1R ag: 5.8%

Results for CC(=O)OCCNC(=O)Cn1cnc2c1c(=O)n(C)c(=O)n2C ?
TDP-43 yeast inh: -5.6%; PTHR1 ag: inactive; FUS suppressor: 5.5%; Abeta rescue: 14.4%; D3 antag: 18.8; GLP-1R inv ag: 0.2%; aSyn rescue: -16.4%; Akt phos inh: inactive; GLP1R ag: -0.4%

What do the screens show for `Cc1ccc(C(C)C)c(OCC(O)CN2CC(C)OC(C)C2)c1` (stereo unspecified)?
TDP-43 yeast inh: -20.6%; PTHR1 ag: inactive; FUS suppressor: 10.8%; Abeta rescue: -4.8%; D3 antag: inconclusive; GLP-1R inv ag: inconclusive; aSyn rescue: 0.1%; Akt phos inh: inactive; GLP1R ag: -2.2%

This is a subset (hit frequency here may not be typical).
